# Screening results as filed in PubChem BioAssay.
# M. tuberculosis GlmU – inhibition of mycobacterial GlmU enzyme – biochemical, glucosamine-1-phosphate acetyltransferase (AID 1376). inhibition, %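 (tested at 30 µM in the primary screen)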, or IC50 in µM where a hit was titrated. 220,000 compounds, 0.25% hits. M. tuberculosis GlmU acetyltransferase enzyme assay; higher % means a stronger effect; in the data active means inhibition above about 13%; inconclusive means no clear call, values can overlap the other calls;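 further: 0% = complete reaction with vehicle and 100% = reaction without substrate; strong numbers were not always called active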
# RmlCD inh 1536 – blocks M. tuberculosis RmlC and RmlD coupled enzymes. 160,000 compounds, 0.03% hits. RmlC+RmlD coupled enzyme assay, percent inhibition; primary screen in compound mixtures. inhibition, % at 3.6 µM. P9WH09+P9WH11; in the data active means inhibition mostly above about 34%, no sharp cut-off; inconclusive means no clear call, values can overlap the other calls; inactive means mostly below about 22%; further: some results filed as inactive read as strong as hits
# Target sequence (P9WH09 whole entry, looked up): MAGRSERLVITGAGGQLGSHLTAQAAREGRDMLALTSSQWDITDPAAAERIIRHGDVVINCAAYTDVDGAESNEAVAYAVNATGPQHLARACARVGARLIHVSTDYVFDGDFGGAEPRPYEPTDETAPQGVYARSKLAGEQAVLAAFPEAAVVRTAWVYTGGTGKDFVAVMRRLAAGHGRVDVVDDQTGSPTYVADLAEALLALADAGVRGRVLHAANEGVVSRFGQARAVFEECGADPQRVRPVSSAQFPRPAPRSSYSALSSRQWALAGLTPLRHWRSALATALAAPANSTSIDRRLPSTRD
# Target sequence (P9WH11 whole entry, looked up): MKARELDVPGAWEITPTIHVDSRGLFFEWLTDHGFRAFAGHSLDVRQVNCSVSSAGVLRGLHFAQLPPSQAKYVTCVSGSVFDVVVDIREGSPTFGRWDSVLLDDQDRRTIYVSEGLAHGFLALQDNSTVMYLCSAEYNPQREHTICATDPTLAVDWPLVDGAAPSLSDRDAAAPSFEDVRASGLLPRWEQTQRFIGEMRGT
# The depositor's hits bear a star; ? = inconclusive; · = no result given.
# Below each SMILES – RmlCD inh 1536	M. tuberculosis GlmU
C[N+](C)(C)CCOc1ccc([N+](=O)[O-])cc1
  -15	-0.1%
Cc1cc(C(=O)NNC(=O)c2ccc(S(=O)(=O)N(C)C)cc2)c(C)o1
  4	-5.8%
Cn1ccnc1Sc1ccc(C(N)=O)cc1[N+](=O)[O-]
  -11	-1.8%
O=c1c2ccccc2ncn1CCOc1ccccc1[N+](=O)[O-]
  5	-2.2%
Cn1c(/C(C#N)=C(\O)CN2CCN(Cc3ccccc3)CC2)nc2ccccc21
  ·	-1.3%
CCc1ccc(OCCOCC(O)CNC(C)CC)cc1 (centres undefined)
  7	6.0%
ON1C(c2ccccc2)CC2(O)c3nonc3CCC12 (centres undefined)
  -14	1.7%
CC(=O)C1=C(O)C(=O)N(CCNCCO)C1c1ccccc1 (centres undefined)
  -5	·
CCc1ccc(NC(=S)NCc2ccccc2)cc1
  7	-1.4%
CC(=O)c1csc(COc2ccc(Cl)cc2)n1
  -36	5.0%
CCOc1c(/C=C(\C#N)C(N)=O)c2ccccc2n1CC
  -6	7.3%
CN1CCN(CCCC(=O)c2ccc(C3CCCC3)cc2)CC1
  13	-2.1%
Cc1ccc2nc(SCC(=O)N3CCCC3)[nH]c2c1
  ·	6.2%
O=C(NC1CCC(c2ccccc2)CC1)c1cccnc1 (centres undefined)
  7	-2.3%
Cc1cccc(NC(=O)CN2C(=O)N/C(=C/c3ccc(C)o3)C2=O)c1
  9	-3.8%
CCN(CC)CC(=O)Nc1ccc(C)cc1C(=O)c1ccccc1
  6	5.1%
c1ccc(NC2=NCCCCS2)cc1
  ·	4.0%
CS(=O)(=O)Nc1nc2n(n1)C(c1ccccc1)CC(c1ccccc1)N2 (centres undefined)
  -7	9.8%
Cc1nn(C(=O)c2c(-c3ccccc3)noc2C)c(C)c1N=Nc1cc(C(F)(F)F)cc(C(F)(F)F)c1
  ·	0.1%
COc1cccc(NC(=O)CSC(N)=O)c1
  ·	11%

# In another format: entries from further up
molecule: ON1C(c2ccccc2)CC2(O)c3nonc3CCC12 (centres undefined)
- RmlCD inh 1536: -14
- M. tuberculosis GlmU: 1.7%

molecule: CC(=O)C1=C(O)C(=O)N(CCNCCO)C1c1ccccc1 (centres undefined)
- RmlCD inh 1536: -5
- M. tuberculosis GlmU: ·

molecule: CCc1ccc(NC(=S)NCc2ccccc2)cc1
- RmlCD inh 1536: 7
- M. tuberculosis GlmU: -1.4%

# Continuation:
# Below each SMILES – RmlCD inh 1536	M. tuberculosis GlmU
O=C(/C=N\O)NCCCNCc1ccccc1
  ?	0.1%
CCNC(=O)COC(=O)Cc1ccc(Cl)cc1Cl
  -10	1.9%
COc1ccc(/C=C2\CC/C(=C\c3ccc(OC)c(OC)c3)C2=O)cc1OC
  5	6.2%
O=CN/C=C/c1cc(O)ccc1O
  ·	3.6%
CN=c1sc2ccccc2n1CC(O)COCc1ccco1 (centres undefined)
  ?	0.8%
O=c1[nH]c(/C=C/c2ccccc2[N+](=O)[O-])nc2ccccc12
  -8	4.5%
CCOc1ccc(N2C(=O)CS/C2=N/NC(=O)COc2ccc3ccccc3c2)cc1
  -6	4.0%
CN(Cc1ccccc1)Cc1nc2c(c(=O)n(C)c(=O)n2C)n1Cc1ccccc1Cl
  ·	-1.8%
Cc1cc2nc(C)c(Cl)c(=O)n2[nH]1
  ·	-2.7%
[O-]/C(=C(\C(=S)NCc1ccccc1)[n+]1ccccc1)c1ccc(Cl)s1
  4	8.8%
CC1CCCCN1Cc1cnc(Cl)s1 (centres undefined)
  0	2.6%
O=C(COC(=O)c1ccc2c(c1)S(=O)(=O)N=C1CCCCCN12)NCCc1ccc(F)cc1
  6	1.5%
CCN1C(=O)N(c2ccc(Cl)cc2)C(C)=CC1(C)C
  74	4.1%
CCCn1c2c(c(O)c(C(=O)Nc3ncccc3O)c1=O)CCCC2
  28	-0.2%
Cc1ccc2cc(CN(Cc3nnnn3C3CCCCC3)CC3CCCO3)c(=O)[nH]c2c1 (centres undefined)
  10	-3.2%
O=C(Cc1n[nH]c(=O)[nH]c1=O)N/N=C/CCc1ccccc1
  7	2.1%
Cc1ccccc1Nc1c(-c2ccncc2)nc2ccc(Br)cn12
  -11	5.8%
COC(=O)c1ccc(Oc2coc3cc(OCc4cnn(-c5ccccc5)c4)ccc3c2=O)cc1
  -6	3.7%
CCN(CC)CCNc1c2c(c(C#N)c3nc4ccccc4n13)CCCC2
  -11	5.9%
COc1ccc2[nH]c(=O)c(CN(CCc3ccccc3)C(C)=O)cc2c1
  -13	3.1%
COc1cc2c(C(=O)O)c(C)n(C)c2cc1Br
  -8	-1.5%
CC1(c2nnc(-c3ccccc3)o2)CC(c2cccc(Cl)c2)=NO1 (centres undefined)
  ·	-2.1%
O=C1NC(=Nc2ccc(F)cc2)SC1Cc1ccc(F)cc1 (centres undefined)
  ·	-0.4%
COc1ccc(OC)c(Cc2nnc(CCC(=O)N3CCCCC3)o2)c1
  -4	-0.8%
Cc1nc(-c2ccccn2)sc1C(=O)Nc1ccc(Cl)c(Cl)c1
  -4	-2.0%
CCCCS(=O)(=O)c1sc2nc(C)cc(C)c2c1N
  ·	3.9%
CN(C1CCCCC1)S(=O)(=O)c1ccc(NC(=O)c2ccco2)cc1
  -10	-1.1%
CCCc1nnc(NC(=O)CN2C(=O)c3ccccc3C2=O)s1
  13	0.6%
Cc1c(C(=O)Nc2ccccc2)cc(-c2ccccc2)n1CCCN1CCOCC1
  13	-1.9%
COc1ccc2[nH]c(O)c(N=NC(=O)Cc3cccs3)c2c1
  ·	-2.9%
Cc1ccc2nc(NC(=O)C3CCCN(S(=O)(=O)c4cccc5nsnc45)C3)sc2c1 (centres undefined)
  ·	3.4%
CCCCN1C(=O)c2ccc(C(=O)Nc3cccc(C)c3C)cc2C1=O
  ·	0.7%
O=C(CNC(=O)c1cccc(F)c1)OCc1cc(=O)n2cc(Br)ccc2n1
  -4	5.5%
Clc1ccc(-n2nnnc2CN2CCOCC2)cc1Cl
  1	-0.1%
CCn1c(=O)c(C(=O)Nc2ccccn2)c(O)c2ccccc21
  6	-1.9%
CN(Cc1ccccc1)C(=O)CCc1ccccc1
  -7	-3.3%
COc1ccc(NC(=O)Nc2c(C)n(-c3ccccc3)c(=O)n2C)cc1OC
  19	-5.0%
CCC(C)C(NC(C)=O)C(=O)NC(=O)NC(c1ccccc1)c1ccccc1 (centres undefined)
  ·	3.4%
Cc1cccc(N2CCN(C(=O)NCc3ccc(Cl)cc3)CC2)c1
  ·	6.7%
O=C(NC(=S)N1CCN(c2c(Cl)cccc2[N+](=O)[O-])CC1)c1cccs1
  10	-1.1%
COc1ccc(C(O)c2nccn2C)cc1 (centres undefined)
  1	-3.8%
CCOC(=O)c1cc2cc(-c3c(C(=O)OCC)oc4cc(O)cc(O)c4c3=O)ccc2o1
  5	4.2%
O=C(CNC(=O)c1ccco1)OCc1c(F)cccc1Cl
  ?	5.0%
Nc1nc(SCC(=O)Nc2ccccc2C(F)(F)F)[nH]c(=O)c1-c1ccccc1
  -7	-0.3%
COc1cccc(-n2c(-c3cccc(S(=O)(=O)N(C)C)c3)n[nH]c2=S)c1
  8	11%
Cc1ccccc1COC[C@H](CC(C)C)N1CCN(C(=O)c2cccc(C(F)(F)F)c2)CCC1=O
  ·	-1.4%
CC1(C)CCCC2=C1CC1C(=O)N(c3ccccc3)C(=O)C1C2 (centres undefined)
  3	-5.0%
COc1ccc(C(=O)NN2C(=O)C3C(c4ccccc4)C=CC(c4ccccc4)C3C2=O)cc1 (centres undefined)
  8	-0.3%
COc1ccc(NC(=O)c2nc3ccccc3s2)cc1
  1	-0.8%
O=C(Nc1ccc(OCC(=O)N2CCOCC2)cc1)Nc1cccc(Cl)c1
  -1	-3.6%
Cc1ccc2nc(NC(=O)c3cccs3)sc2c1
  9	-4.6%
O=C(/C=C/c1ccccc1)NCc1cccnc1
  7	-1.4%
N#C/C(=C/c1ccc(N2CCOCC2)o1)c1nc2ccccc2[nH]1
  ·	5.0%
CCCCNC(=O)c1onc(CSc2ccc(F)c(F)c2)c1C(=O)O
  -16	-1.4%
CC1CN(C(=S)NC(=O)c2cccc([N+](=O)[O-])c2)CC(C)O1 (centres undefined)
  -9	5.8%
COCCCNC(=S)N1CCC(NC(=O)c2ccco2)CC1
  2	0.4%
CC(C)(C)NC(=O)c1ccc2c(c1)N(CC(=O)N1CCN(c3ccc(F)cc3)CC1)C(=O)C(C)(C)O2
  -10	1.6%
CC(=O)O[C@H]1CSC[C@H]1NC(=O)c1ccccc1
  ·	1.5%
S=C(Nc1ccc(Cl)cc1Cl)Nc1ccccc1Oc1ccccc1
  15	-5.1%
O=c1c2cc(N3CCOCC3)ccc2[nH]c(=S)n1CC1CCCO1 (centres undefined)
  -8	7.1%

# The list continues.
# Below each SMILES – RmlCD inh 1536	M. tuberculosis GlmU
COc1cc2c(ccc3cc(OC)c(OC)c(O)c32)cc1O
  ·	?
S=C(NCc1ccco1)N1CCN(c2ccc(Cl)cc2)CC1
  7	0.7%
O=C(OCc1cc2ccccc2[nH]c1=O)c1cccs1
  -13	-1.4%
Cc1nc2ccc(S(=O)(=O)NCC(=O)NC(C)c3ccccc3)cc2s1 (centres undefined)
  -16	1.2%
CC(=O)c1cccc(NC(=O)N2CCCC2C(=O)Nc2cccc(C)c2)c1 (centres undefined)
  -6	·
CC1CCCC(C)N1C(=O)COC(=O)c1ccc(O)cc1 (centres undefined)
  -3	4.8%
COc1ccc(NC(=O)CSc2nc(C)cc(C(F)(F)F)n2)cc1
  ·	-2.9%
COc1ccc(NC(=O)c2nc(SC)ncc2Cl)cc1
  4	4.8%
CN(C)C(CNC(=O)/C=C/c1cccc(Cl)c1)c1ccccc1 (centres undefined)
  -7	0.7%
CC(C)c1nnc(NC(=O)CN(C)S(=O)(=O)c2ccc3c(c2)OCCO3)s1
  ·	-0.5%
COc1cccc(C(=O)Nc2ccccc2OC(F)(F)F)c1
  -4	-0.1%
CC1(C(=O)NC2CCCCCCC2)CCC(=O)N1Cc1cccs1 (centres undefined)
  0	5.0%
CCOC1(OCC)N=C(N)C2(C#N)C(c3cccc(OC)c3OC)C12C#N (centres undefined)
  ·	6.0%
Cc1cccc(-n2ncc3c(NC(C)C)ncnc32)c1
  -5	1.9%
CCCNC(=S)NC1CC2CCCC(C1)N2CC(C)C (centres undefined)
  -1	5.9%
CCN(CC)S(=O)(=O)c1cccc(C(=O)NCC(=O)OCC(=O)NCc2ccccc2)c1
  -1	5.7%
Cc1ccc(-n2c(O)c(C=NCCC3=CCCCC3)c(=O)[nH]c2=O)cc1
  -5	5.2%
NC(=O)c1c(N)sc2c1CCCCC2
  0	9.9%
Cc1ccc(SCCc2ccc(C)nc2)cc1
  -12	-7.3%
CCOc1ccc(NC(=O)CCNc2c(N3CCCC3)c(=O)c2=O)cc1
  9	4.2%
O=C(Nn1c(-c2ccncc2)nc2ccccc2c1=O)c1ccc([N+](=O)[O-])cc1Cl
  -10	1.9%
N#C/C(=C(/O)Cc1ccccc1)P(=O)(c1ccccc1)c1ccccc1
  8	-0.4%
Cc1ccc(-n2c(C)nnc2SCC(=O)NNC(=O)c2ccco2)cc1
  -4	0.1%
O=C(O)c1ccc2c(c1)nnn2C1CCCCC1
  4	4.8%
Cc1nc2c(C)cccc2cc1C(=O)N/N=C/c1ccc(C(=O)O)cc1
  0	-0.8%
COc1ccc2cc(-c3csc(-c4cccnc4)n3)ccc2c1
  4	0.0%
Cc1c(C)n(C(=O)CSc2nncn2C)c2ccccc12
  -1	2.5%
O=C(NCCOc1ccccc1)c1ccc2c(c1)OCO2
  -6	7.6%
CCNC(=O)C(=O)c1c(-c2ccccc2)[nH]c2ccccc12
  2	5.1%
Cc1cccc(OCC(=O)Nc2nonc2NC(=O)COc2cccc(C)c2)c1
  ·	0.5%
CC(=O)n1nc(-c2ccccc2)nc1NCc1cccs1
  -5	6.1%
COCc1cc(=O)[nH]c(SCCS(=O)(=O)c2ccc(Cl)cc2Cl)n1
  ·	5.0%
C=CCN1C(=O)N(c2ccc(F)cc2)C(=O)C1CC(=O)Nc1ccc(Cl)cc1 (centres undefined)
  -20	0.0%
O=C(N/N=C\c1ccc(OC(=O)c2cccs2)cc1)c1ccc(Cl)cc1
  -1	4.9%
COc1ccc(NC(=S)N2CCCC(c3nc4ccc(C)cc4[nH]3)C2)cc1 (centres undefined)
  3	-0.7%
COc1ccc(CCCC(=O)NC2CCCCC2)cc1
  -5	7.2%
FC(F)(F)c1cccc(Oc2cc(C(F)(F)F)nc(-c3ccccn3)n2)c1
  -6	-0.5%
Cc1ccc(C(=O)COC(=O)c2cnccn2)cc1[N+](=O)[O-]
  5	-1.2%
S=C(Nc1ccc2c(c1)OCO2)N1CCCC1
  2	1.3%
CCCC(=O)n1nc(-c2ccccc2)nc1N
  ·	7.2%
COC(=O)c1ccc(C(=O)OC)c(-n2c(=O)c3ccccc3c3ccccc3c2=O)c1
  4	-2.4%
Cc1ccc(C2CC(c3cccc(NS(C)(=O)=O)c3)=NN2S(C)(=O)=O)cc1 (centres undefined)
  8	1.0%
CCOc1ccccc1NC(=O)C1CCN(c2ccc(S(=O)(=O)N3CCCC3)cc2)CC1
  5	5.0%
O=C(O)c1ccc2oc(SCC(=O)N3CCCCC3)nc2c1
  -6	10%
CSCCC(NC(=O)c1ccc([N+](=O)[O-])cc1Cl)C(=O)OCC(=O)N(C)C (centres undefined)
  16	2.1%
Cc1nc2c(-c3ccccc3)c(C)nn2c(C)c1CCC(=O)N1CCC2(CC1)OCCO2
  ·	-4.9%
CN(C)S(=O)(=O)c1ccc(-c2csnn2)s1
  5	-6.8%
CCOc1ccc(N2C(=O)C3C4C=CC(CC4)C3C2=O)c([N+](=O)[O-])c1 (centres undefined)
  11	-1.0%

# Not all compounds are listed; count on the stated rates, not on these rows.
